Screening data from PubChem BioAssay.
HKDC1 inh = HKDC1 hexokinase inhibitors, primary screen, biochemical, fluorescence, uHTS; Q2TB90; recombinant HKDC1, G6PDH/diaphorase resazurin coupled fluorescence; 340,000 tested, 0.16% active; AID 493160, 2011; inhibition, % at 20 µM;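 active = inhibition above about 35% when tested at 20 µM, limit read from the data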;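 also: plate controls were DMSO wells with enzyme for no effect and DMSO wells lacking enzyme for full effect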
Target sequence (Q2TB90 whole entry, looked up): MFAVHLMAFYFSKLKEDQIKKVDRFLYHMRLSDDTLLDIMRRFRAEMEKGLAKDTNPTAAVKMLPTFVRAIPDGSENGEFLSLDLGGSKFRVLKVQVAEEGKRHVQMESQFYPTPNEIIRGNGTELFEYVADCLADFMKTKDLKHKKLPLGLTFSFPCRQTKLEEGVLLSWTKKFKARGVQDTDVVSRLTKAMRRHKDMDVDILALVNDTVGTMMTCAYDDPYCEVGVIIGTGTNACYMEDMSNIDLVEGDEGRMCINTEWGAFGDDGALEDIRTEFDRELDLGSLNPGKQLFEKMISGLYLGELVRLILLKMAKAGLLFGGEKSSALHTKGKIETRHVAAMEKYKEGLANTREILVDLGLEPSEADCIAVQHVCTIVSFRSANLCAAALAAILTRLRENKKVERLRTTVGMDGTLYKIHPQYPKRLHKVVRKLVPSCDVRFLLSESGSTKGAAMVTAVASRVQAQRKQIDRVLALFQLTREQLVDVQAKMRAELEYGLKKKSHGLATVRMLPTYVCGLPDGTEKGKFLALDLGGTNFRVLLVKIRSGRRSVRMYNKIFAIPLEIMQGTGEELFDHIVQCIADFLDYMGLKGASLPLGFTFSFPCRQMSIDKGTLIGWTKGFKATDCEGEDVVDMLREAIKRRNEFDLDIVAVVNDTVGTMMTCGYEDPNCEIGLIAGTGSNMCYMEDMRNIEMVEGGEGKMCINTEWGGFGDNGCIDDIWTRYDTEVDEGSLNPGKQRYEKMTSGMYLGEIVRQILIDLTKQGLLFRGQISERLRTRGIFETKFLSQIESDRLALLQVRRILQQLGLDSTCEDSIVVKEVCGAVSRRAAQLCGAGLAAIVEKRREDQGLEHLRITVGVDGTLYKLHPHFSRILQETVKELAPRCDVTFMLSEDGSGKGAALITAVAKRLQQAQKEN
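Material – in-house recombinant HK5 (HKDC1) enzyme · Quantity – HKDC1 at 5 µg/mL · Buffer or medium – pH 8.0 Tris buffer with 10 mM MgCl2 · Reagent – glucose with 1 mM ATP · Dosing – single 20 µM dose · Times – reaction time 90 min, room temperature, protected from light · Technique – resorufin fluorescence at 613 nm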
Gli-Sufu block = Gli-Sufu pathway antagonists, primary screen, luciferase luminescence, Sufu-KO-LIGHT cells, uHTS. Sufu-KO-LIGHT fibroblasts, Gli luciferase reporter luminescence. inhibition, % at 5 µM. 340,000 tested, 0.74% active. AID 588413, 2011;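 active = inhibition above about 55%, limit read from the data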;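 also: 0% = DMSO-treated cells and 100% = wells with medium but no cells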
Starred values were filed as active, the others as inactive.

CCC1S/C(=N/S(=O)(=O)c2ccc(N)cc2)NC1=O (configuration not stated) was read as HKDC1 inh -0.7 and Gli-Sufu block 3.5.
For Brc1cnc(OCc2ccccc2)nc1OCc1ccccc1 the results were HKDC1 inh 14.2 and Gli-Sufu block -1.2.
`CN1OC[C@@H]2CN(S(=O)(=O)c3ccccc3)[C@H](c3cccc(Br)c3)C[C@@H]21` gave HKDC1 inh 3.6 and Gli-Sufu block 1.1.
Screening COc1ccc(C(CNC(=O)c2cc(S(=O)(=O)Nc3cccc(C)c3)ccc2C)N2CCCC2)cc1 (configuration not stated) returned HKDC1 inh -4.5 and Gli-Sufu block 21.8.
`Cc1ccc2nc(C)cc(Nc3ccc([N+](=O)[O-])cc3)c2c1` gave HKDC1 inh -6.3 and Gli-Sufu block 26.1.
Screening CCNC(=O)c1c(NC(=O)c2cc(-c3cc(C)cc(C)c3O)n[nH]2)sc2c1CCCC2 returned HKDC1 inh -5.5 and Gli-Sufu block 0.0.
Cc1ccc(S(=O)(=O)N2CCN(c3ccc4nnc(-c5ccccc5)n4n3)CC2)cc1 was read as HKDC1 inh -0.5 and Gli-Sufu block 8.6.
`COc1ccccc1C(=O)N=Nc1c(O)[nH]c2ccc([N+](=O)[O-])cc12` gave HKDC1 inh -0.5 and Gli-Sufu block -23.8.
`CN1C(=O)C(c2nnc(Nc3cccc4ccccc34)s2)C2CC1(C)Oc1ccccc12` (configuration not stated) gave HKDC1 inh -2.8 and Gli-Sufu block -2.2.
O=S(=O)(c1cccc2ccccc12)N1CCC2CC1c1cc(-c3ccc(F)cc3)ccc12 (configuration not stated) was read as HKDC1 inh 1.3 and Gli-Sufu block -29.1.
For Cc1cc(C)nc(-n2nc(C)cc2NC(=O)c2cccc(S(=O)(=O)N3CCOCC3)c2)n1 the results were HKDC1 inh 3.4 and Gli-Sufu block 2.1.
CC1=Nc2ccccc2/C1=C/c1c(N)n2c(S(=O)(=O)CC(C)C)nsc2nc1=O was read as HKDC1 inh 4.8 and Gli-Sufu block 2.2.

Reprinted from the part before: 5 compounds, followed by the next part.
`COc1ccccc1C(=O)N=Nc1c(O)[nH]c2ccc([N+](=O)[O-])cc12` gave HKDC1 inh -0.5 and Gli-Sufu block -23.8.
`CN1C(=O)C(c2nnc(Nc3cccc4ccccc34)s2)C2CC1(C)Oc1ccccc12` (configuration not stated) gave HKDC1 inh -2.8 and Gli-Sufu block -2.2.
O=S(=O)(c1cccc2ccccc12)N1CCC2CC1c1cc(-c3ccc(F)cc3)ccc12 (configuration not stated) was read as HKDC1 inh 1.3 and Gli-Sufu block -29.1.
For Cc1cc(C)nc(-n2nc(C)cc2NC(=O)c2cccc(S(=O)(=O)N3CCOCC3)c2)n1 the results were HKDC1 inh 3.4 and Gli-Sufu block 2.1.
CC1=Nc2ccccc2/C1=C/c1c(N)n2c(S(=O)(=O)CC(C)C)nsc2nc1=O was read as HKDC1 inh 4.8 and Gli-Sufu block 2.2.
COc1ccccc1CNS(=O)(=O)CCNC1CCCCC1 was read as HKDC1 inh -2.4 and Gli-Sufu block 6.5.
For Cc1nc2ccccc2c2c(N)cccc12 the results were HKDC1 inh -5.2 and Gli-Sufu block -1.5.
For CSCCC(NS(=O)(=O)c1ccc2ccccc2c1)C(=O)OCC(=O)c1ccc(C(C)C)cc1 (configuration not stated) the results were HKDC1 inh -5.1 and Gli-Sufu block -0.1.
For CN(C)C(=O)/C(C#N)=C\c1cc(Br)c(Sc2ccc(Cl)cc2)o1 the results were HKDC1 inh 35.3* and Gli-Sufu block 2.5.
Cn1c(=O)c2c(nc(C(O)c3ccccc3)n2C)n(C)c1=O (configuration not stated) was read as HKDC1 inh -4.2 and Gli-Sufu block 15.3.
For Cc1noc(C)c1COc1ccccc1C(=O)N1CCN(S(=O)(=O)c2ccc(F)c(F)c2)CC1 the results were HKDC1 inh -2.7 and Gli-Sufu block 3.7.
For CCC(C)C(N)C1=NC(C(=O)N[C@@H](CC(C)C)C(=O)N[C@H](CCC(=O)[O-])C(=O)N[C@H](C(=O)N[C@H]2CCCCNC(=O)[C@H](CC(N)=O)NC(=O)[C@@H](CC(=O)[O-])NC(=O)[C@H](Cc3cnc[nH]3)NC(=O)[C@@H](Cc3ccccc3)NC(=O)[C@H]([C@@H](C)CC)NC(=O)[C@@H](CCCN)NC2=O)[C@@H](C)CC)CS1.[Zn+2] (some centres not stated) the results were HKDC1 inh 91.6* and Gli-Sufu block 16.7.
`C=CC(=O)Nc1cccc(Oc2ccnc(Nc3ccc(N4CCN(C)CC4)cc3)n2)c1` gave HKDC1 inh 7.6 and Gli-Sufu block 21.9.
Screening CCOc1ccccc1OCCCC(=O)Nc1ccc(S(=O)(=O)Nc2cc(C)nc(C)n2)cc1 returned HKDC1 inh -6.8 and Gli-Sufu block 1.6.
For O=C(COc1ccccc1)NCC(=O)N1CCCC(C(F)(F)F)C1 (configuration not stated) the results were HKDC1 inh -4.0 and Gli-Sufu block -13.1.
Screening COC(=O)[C@@H](NCc1ccc(OC)c(B(O)O)c1)C(C)C returned HKDC1 inh -6.9 and Gli-Sufu block -6.6.
`O=C(COc1ccc(Br)cc1)NNC(=S)NC(=O)c1ccccc1[N+](=O)[O-]` gave HKDC1 inh -14.0 and Gli-Sufu block -3.3.
`C=CCn1c(C)cc(C(=O)Cn2ncc(Cl)c(Cl)c2=O)c1C` gave HKDC1 inh 11.0 and Gli-Sufu block -6.9.
Screening O=C(NC(=S)Nc1ccccc1N1CCCC1)c1ccccc1[N+](=O)[O-] returned HKDC1 inh -2.5 and Gli-Sufu block -1.3.
`CC(=O)CC(=O)NC1CCc2ccccc21` (configuration not stated) gave HKDC1 inh -6.4 and Gli-Sufu block -5.5.
`CN1CCC[C@@H]1CCO[C@](C)(c1ccccc1)c1ccc(Cl)cc1` gave HKDC1 inh -3.0 and Gli-Sufu block 6.6.
Screening COc1ccc(O)c(C(=O)CC(=O)c2ccncc2)c1 returned HKDC1 inh -5.5 and Gli-Sufu block -48.1.
Cc1ccc(CN2CC(C(=O)NCCCn3nc(C)cc3C)CC2=O)cc1 (configuration not stated) was read as HKDC1 inh 3.3 and Gli-Sufu block -8.1.
For Cc1ccc(-n2c(SCC(=O)Nc3ncc(Cl)cc3Cl)nc3ccccc32)cc1 the results were HKDC1 inh 0.3 and Gli-Sufu block 20.4.
For CCOC(=O)C1=C(COC(=O)c2cc(S(=O)(=O)N3CCOCC3)ccc2F)NC(=O)NC1C (configuration not stated) the results were HKDC1 inh -6.2 and Gli-Sufu block 2.8.
CN(C)S(=O)(=O)c1ccc(C(=O)N2CCN(S(=O)(=O)c3ccc4c(c3)OCCO4)CC2)cc1 was read as HKDC1 inh -1.4 and Gli-Sufu block 4.7.
O=C1[C@H](Cc2ccccc2)NCC=CC[C@@H](c2ccc(Cl)cc2)N1Cc1ccccc1 was read as HKDC1 inh 3.9 and Gli-Sufu block -4.5.
For CC1=CC2C(C(O)CC3(C)C2CC(C)C32OCOC23COCO3)C2(C)C/C(=C\O)C(=O)C=C12 (configuration not stated) the results were HKDC1 inh 4.2 and Gli-Sufu block 41.7.
COC(=O)CCc1c[nH]c2ccc([N+](=O)[O-])cc12 was read as HKDC1 inh 2.5 and Gli-Sufu block -1.9.

Of the compounds above, two have an aryl thioether with sulfur outside any ring.
For CN(C)C(=O)/C(C#N)=C\c1cc(Br)c(Sc2ccc(Cl)cc2)o1 the results were HKDC1 inh 35.3* and Gli-Sufu block 2.5.
For Cc1ccc(-n2c(SCC(=O)Nc3ncc(Cl)cc3Cl)nc3ccccc32)cc1 the results were HKDC1 inh 0.3 and Gli-Sufu block 20.4.

(listing goes on)
For CCN1C[C@@H]2[C@@H]3C(=O)N(C)C(=O)[C@@H]3[C@](Cc3ccccc3)(C1=O)N2C(=O)c1ccccc1 the results were HKDC1 inh -4.2 and Gli-Sufu block -5.6.
CCCCCC1C(=O)N2C=C(c3ccccc3)c3ccccc3N2C1=O (configuration not stated) was read as HKDC1 inh -0.1 and Gli-Sufu block -6.6.
Screening CC(C)(CNC(=S)NCCc1ccccc1)CNC(=S)NCCc1ccccc1 returned HKDC1 inh -6.5 and Gli-Sufu block 5.7.
`CC(C)C[C@@H](CN)NC(=O)c1nc[nH]c1C(=O)N[C@@H](C)C(=O)CNC[C@H](CC(C)C)NC(=O)c1nc[nH]c1C(=O)N[C@@H](CC(=O)O)C(=O)O` gave HKDC1 inh 6.9 and Gli-Sufu block 2.0.
Screening Cc1ccc(Nc2n[nH]c(=S)s2)cc1F returned HKDC1 inh -2.4 and Gli-Sufu block -5.1.
For CC(=O)Nc1ccc(S(=O)(=O)NCC2CC3CCC2C3)cc1 (configuration not stated) the results were HKDC1 inh -4.4 and Gli-Sufu block -3.6.
O=C(c1ccco1)N1CCN(C(=O)c2ccccc2OC(=O)C23CC4CC(CC(C4)C2)C3)CC1 was read as HKDC1 inh -4.2 and Gli-Sufu block 1.1.
`CC(=O)Nc1c(Cl)c2c(c(Cl)c1Br)-c1ccc(Cl)cc1C2` gave HKDC1 inh -6.6 and Gli-Sufu block -5.0.
Screening CSCCC(NC(=O)c1cc(S(=O)(=O)N2CCOCC2)ccc1C)c1nc2ccccc2[nH]1 (configuration not stated) returned HKDC1 inh -5.9 and Gli-Sufu block -0.6.
N#Cc1c2c(c(Nc3ccc(F)cc3)n3c1nc1ccccc13)CCCC2 was read as HKDC1 inh 4.0 and Gli-Sufu block 3.8.
Cc1cc(=O)n(C(C)c2ccccc2)n1C(C)c1ccccc1 (configuration not stated) was read as HKDC1 inh -0.6 and Gli-Sufu block 1.8.
For CC12CCC3c4ccc(OCC(=O)O)cc4CCC3C1CCC2=O (configuration not stated) the results were HKDC1 inh -3.5 and Gli-Sufu block 0.3.
CCOc1ccc(-n2c(C)nc3c(cnn3-c3ccc(Cl)cc3)c2=O)cc1 was read as HKDC1 inh -4.7 and Gli-Sufu block 17.5.
CC1(N=Cc2cc(Cl)ccc2O)COP(=O)(Nc2ccccc2)OC1 (configuration not stated) was read as HKDC1 inh 3.5 and Gli-Sufu block 12.4.
`CCOC(=O)N1CCN(C(=O)c2cn(-c3ccc(C)c(C)c3)c(=O)c3ccccc23)CC1` gave HKDC1 inh -2.2 and Gli-Sufu block 2.1.
Screening Cc1cc(-c2nc3ccccc3s2)ccc1N returned HKDC1 inh 1.6 and Gli-Sufu block -59.5.
For O=C1NC(=S)S/C1=C\c1ccc(SCc2ccco2)o1 the results were HKDC1 inh 50.6* and Gli-Sufu block -0.7.
COc1ccc2c(CC(=O)OCC(=O)N(C)c3c(N)n(Cc4ccccc4)c(=O)[nH]c3=O)coc2c1 was read as HKDC1 inh 2.7 and Gli-Sufu block -5.2.
`O=C(Cc1cccc(NC(=O)C2CCN(C(=O)C3CCC3)CC2)c1)Nc1cccc(C(=O)N2CCOCC2)c1` gave HKDC1 inh -6.1 and Gli-Sufu block 1.8.
For CC(OC(=O)C1CCN(S(=O)(=O)c2ccc(C(C)(C)C)cc2)CC1)C(=O)N(C)C1CCCCC1 (configuration not stated) the results were HKDC1 inh -1.3 and Gli-Sufu block 1.7.
Screening O=C(O)C1C2CCC(O2)C1C(=O)Nc1ccc(Br)cc1F (configuration not stated) returned HKDC1 inh -5.1 and Gli-Sufu block 2.6.
`COc1cc(OC)c(N(C)S(=O)(=O)c2cccc(C(=O)OCC(=O)N(C)C3CCCCC3)c2)cc1Cl` gave HKDC1 inh -3.1 and Gli-Sufu block 12.8.
Screening CC(C)OC(=O)[C@H]1[C@H](c2ccc(Cl)cc2)[C@@](C#N)(C(N)=O)[C@@H]2C=CC(C(N)=O)=CN21 returned HKDC1 inh 8.8 and Gli-Sufu block 10.4.
For Cc1cc(N)n2nc(-c3ccccc3)cc2n1 the results were HKDC1 inh 4.0 and Gli-Sufu block -77.2.
`COc1cccc2c1CCC1=CC(=O)CCC12C` (configuration not stated) gave HKDC1 inh 5.1 and Gli-Sufu block 4.9.
CC(C)C[C@@H](CN)NC(=O)c1nc[nH]c1C(=O)N[C@@H](CC(=O)O)C(=O)CNC[C@H](C)NC(=O)c1nc[nH]c1C(=O)N[C@@H](CC(=O)O)C(=O)O was read as HKDC1 inh 2.5 and Gli-Sufu block -0.5.
N#C/C(=N/Nc1ccc([N+](=O)[O-])cc1)C(=N)N1CCCCC1 was read as HKDC1 inh 1.3 and Gli-Sufu block -109.2.
`CCCN1CCC(=O)NC1=S` gave HKDC1 inh -3.3 and Gli-Sufu block -2.8.
Screening CCN(C(=O)COC(=O)Cn1c(=O)oc2ccccc21)c1c(N)n(Cc2ccccc2)c(=O)[nH]c1=O returned HKDC1 inh -5.2 and Gli-Sufu block -1.2.
For CCn1c(CNC(=O)Cc2ccc(OC)cc2)nnc1SCC(=O)c1ccccc1 the results were HKDC1 inh -4.7 and Gli-Sufu block -5.4.
For COc1ccccc1-c1cc(C(=O)Nc2cccnc2)no1 the results were HKDC1 inh 0.4 and Gli-Sufu block 43.3.
For CCCCCCCCNS(=O)(=O)CCNCc1ccco1 the results were HKDC1 inh -0.7 and Gli-Sufu block 10.4.
`O=C1NC[C@H](Cc2ccccc2)N(C[C@H]2CCCN2C[C@H](Cc2ccccc2)N2C[C@H](Cc3ccccc3)N(CC3CCCCCC3)C(=O)C2=O)C1=O` gave HKDC1 inh 13.3 and Gli-Sufu block -6.3.
For O=C1OC(c2cccs2)=N/C1=C/c1ccc(-c2cccc(C(=O)O)c2)o1 the results were HKDC1 inh 11.6 and Gli-Sufu block -6.7.
`CC(C)c1ccc2c(c1)[C@H]1OCC[C@H]1[C@@H](c1cccs1)N2` gave HKDC1 inh -3.8 and Gli-Sufu block 15.1.
For Clc1ccccc1C=NNc1ccccn1 the results were HKDC1 inh -1.2 and Gli-Sufu block -27.3.
S=c1[nH]c2ccccc2n1CCc1ccncc1 was read as HKDC1 inh -1.4 and Gli-Sufu block -8.7.

Only part of the results is shown. The share of hits here may be higher or lower than overall.
